From PubChem BioAssay
Efflux pump inh: blocks antifungal efflux pumps in multiplex yeast assay. S. cerevisiae Candida pump triplex, Nile Red efflux. inhibition, % at 10 µM. hit rate 0.44% among 330,000. AID 485275;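 active means plate passing quality check with inhibition over a set limit, or well fluorescence over plate mean plus 4 SD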;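 further: Nile Red retained in pooled yeast measured as flow cytometry median fluorescence; 0% = buffer negative control and 100% = Enniatin B positive control; higher means more Nile Red kept so more efflux inhibition; some compounds called inactive have numbers as strong as hits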
Bcl-xL primary: Bcl-xL (human) inhibition; Q07817; GST-Bcl-xL / FITC-Bim BH3 peptide fluorescence polarization; inhibition, % at 10.9 µM; hit rate 0.7% among 320,000; AID 2129;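 active means inhibition above the mean of all tested compounds plus 3 SD, cutoff set per campaign, cut at about 30% in these data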;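 further: 0% = DMSO wells and 100% = unlabeled Bim-BH3 peptide competitor; inhibitors lower millipolarization by displacing the labeled peptide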
Target sequence (Q07817 whole entry, looked up): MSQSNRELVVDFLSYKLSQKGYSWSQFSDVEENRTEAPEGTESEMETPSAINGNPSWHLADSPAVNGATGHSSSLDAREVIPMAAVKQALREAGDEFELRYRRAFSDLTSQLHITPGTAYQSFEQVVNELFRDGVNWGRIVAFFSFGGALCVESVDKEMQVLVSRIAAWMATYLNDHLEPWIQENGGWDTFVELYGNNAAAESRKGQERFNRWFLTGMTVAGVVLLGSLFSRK
ZTA DNA inh: ZTA (EBV) inhibition in EBNA-1 counter-screen | ZTA-DNA binding, fluorescence polarization | inhibition, % at 11 µM | hit rate 0.15% among 320,000 | AID 2234; in the data active means inhibition above about 33%
Yeast superoxide: caloric restriction mimetics inhibiting age-related superoxide in yeast | S. cerevisiae aged cells, superoxide DHE fluorescence; stronger effect = lower value | superoxide response (% of plate mean), % at 10 µM | hit rate 0.18% among 330,000 | AID 2690;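 active means superoxide response under a set limit, about three screen SD below normal, cut at about 65% in these data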;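 further: yeast aged for seven days with compound at 30 °C before DHE staining; 100% = average MFI of all compound-treated wells on the plate with controls excluded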
EBNA-1 inh: blocks EBNA-1 binding to DNA | EBNA-1 DNA binding, fluorescence polarization | inhibition, % at 14.8 µM | hit rate 0.34% among 300,000; in the data active means inhibition above about 28%
MCL1 BIM primary: MCL1-BIM-BH3 interaction inhibition (human) | Q07820 | GST-MCL1 / FITC-Bim-BH3 fluorescence polarization | inhibition, % at 10.9 µM | hit rate 0.68% among 320,000 | AID 2057;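 active means inhibition above the mean inhibition of all tested compounds plus 3 SD, set per campaign, cut at about 40% in these data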;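 further: 0% = DMSO wells and 100% = unlabeled Bim-BH3 peptide control; higher means more loss of mP so more displacement of Bim peptide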
Target sequence (Q07820 whole entry, looked up): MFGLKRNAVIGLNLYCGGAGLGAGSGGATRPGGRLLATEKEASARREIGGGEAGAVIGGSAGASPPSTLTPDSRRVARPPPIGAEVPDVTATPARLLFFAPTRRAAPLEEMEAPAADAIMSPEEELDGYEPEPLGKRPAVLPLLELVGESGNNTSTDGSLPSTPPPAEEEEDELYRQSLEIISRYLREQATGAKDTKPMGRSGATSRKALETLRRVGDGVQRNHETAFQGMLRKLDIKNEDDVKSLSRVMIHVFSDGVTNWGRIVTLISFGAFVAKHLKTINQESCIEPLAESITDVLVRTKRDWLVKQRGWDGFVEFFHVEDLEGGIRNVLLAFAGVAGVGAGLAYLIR
GLD-1 TGE inh: GLD-1-TGE RNA interaction inhibition (C. elegans); purified GLD-1 + fluorescein TGE RNA, fluorescence polarization; inhibition, % at 5.96 µM; hit rate 0.44% among 320,000; AID 2280;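 active means percent inhibition above a per-plate cutoff, the plate mean of test compounds plus 3 SD, cut at about 30% in these data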;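 further: 0% = DMSO wells with GLD-1 and probe and 100% = wells lacking GLD-1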
Fam108B inh: blocks mouse Fam108B hydrolase in RBBP9 counter-screen. hit rate 0.33% among 300,000. inhibition, % at 9.51 µM. recombinant Fam108B, FP-Rh probe fluorescence polarization;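 active means inhibition above the screen mean inhibition plus 3 SD, computed separately per campaign, cut at about 18% in these data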;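 further: inhibitors lower polarization as less probe binds the enzyme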
MEX-5 binding: C. elegans MEX-5 TCR-2 RNA binding activity; activity score (negative = inhibition of binding), % at 10 µM; AID 1832; hit rate 0.38% among 300,000; MEX-5/FITC-TCR2 RNA binding, fluorescence polarization; stronger effect = lower value;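 active means inhibition past about -25% in most replicates, and total fluorescence under double the plate's negative control median, limit read from the data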;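 further: 0% = DMSO and -100% = 5 µM competing unlabeled TCR2 RNA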
Target sequence (Q9XUB2 whole entry, looked up): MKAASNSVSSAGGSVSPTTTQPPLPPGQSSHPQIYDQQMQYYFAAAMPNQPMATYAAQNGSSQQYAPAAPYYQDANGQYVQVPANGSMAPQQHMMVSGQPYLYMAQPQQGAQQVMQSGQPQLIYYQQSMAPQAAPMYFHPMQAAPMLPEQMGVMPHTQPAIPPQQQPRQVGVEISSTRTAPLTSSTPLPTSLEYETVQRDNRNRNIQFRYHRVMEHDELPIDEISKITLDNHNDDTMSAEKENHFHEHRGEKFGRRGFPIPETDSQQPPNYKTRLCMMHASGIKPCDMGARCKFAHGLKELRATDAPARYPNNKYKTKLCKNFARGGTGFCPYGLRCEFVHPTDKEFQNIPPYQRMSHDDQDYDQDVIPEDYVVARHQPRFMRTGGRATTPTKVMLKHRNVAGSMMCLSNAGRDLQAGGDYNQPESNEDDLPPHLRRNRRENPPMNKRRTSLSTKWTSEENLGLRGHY
* marks the source's active call; other numbers are inactive results. Hits appear at their usual frequency; about 2.3% have a hit in one of these screens.

`CCN(CC)S(=O)(=O)c1ccc2c(c1)c(=O)c(C(=O)NCc1cccs1)cn2C` gave Efflux pump inh 0.1, Bcl-xL primary -1, ZTA DNA inh 6, Yeast superoxide 97, EBNA-1 inh -9, MCL1 BIM primary -8, GLD-1 TGE inh -2, Fam108B inh -4 and MEX-5 binding 4.5.
`COc1ccc(O)c(/C=N/NC(=O)c2ccc(N3CCCC3=O)cc2)c1` gave Efflux pump inh -0.1, Bcl-xL primary 8, ZTA DNA inh 0, Yeast superoxide 96, EBNA-1 inh 8, MCL1 BIM primary 4, GLD-1 TGE inh 4, Fam108B inh 0 and MEX-5 binding -3.0.
Screening COc1ccccc1OCC(=O)Nc1cc(S(=O)(=O)N2CCCCC2)ccc1N1CCCCC1 returned Efflux pump inh -0.4, Bcl-xL primary 1, ZTA DNA inh 8, Yeast superoxide 113, EBNA-1 inh 1, MCL1 BIM primary -13, GLD-1 TGE inh 0, Fam108B inh -9 and MEX-5 binding 1.4.
COC(=O)c1cc2ccsc2n1Cc1nc(-c2cccc(Cl)c2)oc1C was read as Efflux pump inh -0.2, Bcl-xL primary 3, ZTA DNA inh -5, Yeast superoxide 97, EBNA-1 inh -4, MCL1 BIM primary 8, GLD-1 TGE inh -3, Fam108B inh 0 and MEX-5 binding 1.4.
Screening O=C(Cc1c(Cl)cccc1Cl)Nc1cccc(S(=O)(=O)N2CCOCC2)c1 returned Efflux pump inh -0.2, Bcl-xL primary 1, ZTA DNA inh 7, Yeast superoxide 104, EBNA-1 inh -1, MCL1 BIM primary -1, GLD-1 TGE inh -1, Fam108B inh -2 and MEX-5 binding -2.0.
For CCNc1nc2c(c(=O)[nH]c(=O)n2C)n1CCCc1ccccc1 the results were Efflux pump inh 0.3, Bcl-xL primary 4, ZTA DNA inh 24, Yeast superoxide 101, EBNA-1 inh 8, MCL1 BIM primary 0, GLD-1 TGE inh 5, Fam108B inh -2 and MEX-5 binding 1.1.
`CCOC(=O)C1(C)NC(c2cc(OC)c(OC)c(OC)c2)C2C(=O)N(CC)C(=O)C21` (stereo not drawn) gave Efflux pump inh 0.2, Bcl-xL primary 5, ZTA DNA inh 6, Yeast superoxide 103, EBNA-1 inh -17, MCL1 BIM primary 11, GLD-1 TGE inh -1, Fam108B inh 7 and MEX-5 binding 0.9.
O=C(NCc1cccc2[nH]ccc12)C1CCC(=O)N(CCc2ccccc2)C1 (stereo not drawn) was read as Efflux pump inh -0.1, Bcl-xL primary 2, ZTA DNA inh 9, Yeast superoxide 114, EBNA-1 inh 0, MCL1 BIM primary 2, GLD-1 TGE inh 1, Fam108B inh -2 and MEX-5 binding 1.5.
`S=C(c1ccccc1)N1CCCc2ccccc21` gave Efflux pump inh 0.4, Bcl-xL primary 0, ZTA DNA inh 2, Yeast superoxide 123, EBNA-1 inh -2, MCL1 BIM primary 8, GLD-1 TGE inh 2, Fam108B inh -2 and MEX-5 binding -2.3.
`COCCNCCCOc1ccc(Br)cc1Cl` gave Efflux pump inh 0.0, Bcl-xL primary -3, ZTA DNA inh 0, Yeast superoxide 111, EBNA-1 inh -12, MCL1 BIM primary -8, GLD-1 TGE inh -2, Fam108B inh 1 and MEX-5 binding 0.8.
Screening S=C(c1ccc(OCc2ccccc2)cc1)N1CCCC1 returned Efflux pump inh -0.1, Bcl-xL primary 7, ZTA DNA inh -14, Yeast superoxide 111, EBNA-1 inh 1, MCL1 BIM primary 20, GLD-1 TGE inh 2, Fam108B inh 1 and MEX-5 binding 3.7.
Screening C=CCc1ccc(OCCCOc2ccc(C)c(C)c2)c(OC)c1 returned Efflux pump inh 0.0, Bcl-xL primary 5, ZTA DNA inh -3, Yeast superoxide 99, EBNA-1 inh -1, MCL1 BIM primary 8, GLD-1 TGE inh 0, Fam108B inh 3 and MEX-5 binding 0.5.
Cc1[nH]c2ccc(C(=O)OC(C)C(=O)NC3(C#N)CCCCC3)cc2c1C (stereo not drawn) was read as Efflux pump inh 0.1, Bcl-xL primary 3, ZTA DNA inh 4, Yeast superoxide 98, EBNA-1 inh 0, MCL1 BIM primary 0, GLD-1 TGE inh 0, Fam108B inh -1 and MEX-5 binding -0.8.
CCCCC(=O)Nc1cccc(NC(=O)c2ccc(Br)o2)c1 was read as Efflux pump inh -0.2, Bcl-xL primary -1, ZTA DNA inh -6, Yeast superoxide 93, EBNA-1 inh -3, MCL1 BIM primary 3, GLD-1 TGE inh 2, Fam108B inh 2 and MEX-5 binding -0.4.
COc1cc(CC(=O)OCc2cccc([N+](=O)[O-])c2)cc(OC)c1OC was read as Efflux pump inh -0.7, Bcl-xL primary 5, ZTA DNA inh -10, Yeast superoxide 117, EBNA-1 inh 7, MCL1 BIM primary 2, GLD-1 TGE inh -6, Fam108B inh 9 and MEX-5 binding 0.6.
Screening COC(=O)c1cn(-c2ccccc2)nc1-c1ccc(OC)cc1 returned Efflux pump inh -0.4, Bcl-xL primary 8, ZTA DNA inh -2, Yeast superoxide 107, EBNA-1 inh -5, MCL1 BIM primary 5, GLD-1 TGE inh 5, Fam108B inh 1 and MEX-5 binding -0.5.
`Cc1[nH]c(C(=O)N/N=C/c2ccc(N(C)C)cc2)c(C)c1C(=O)N/N=C/c1ccc(N(C)C)cc1` gave Efflux pump inh 0.3, Bcl-xL primary -3, ZTA DNA inh 13, Yeast superoxide 99, EBNA-1 inh -9, MCL1 BIM primary 10, GLD-1 TGE inh -3, Fam108B inh 2 and MEX-5 binding 5.8.
Screening Cc1cccc(-n2c(C)cc(C=C3C(=O)c4ccccc4C3=O)c2C)c1 returned Efflux pump inh 0.1, Bcl-xL primary -15, ZTA DNA inh -2, Yeast superoxide 109, EBNA-1 inh -24, MCL1 BIM primary -40, GLD-1 TGE inh -16, Fam108B inh -5 and MEX-5 binding -31*.
Screening CC1(c2ccccc2Cl)NC(=O)N(CC(=O)N2CCN(S(=O)(=O)c3ccccc3)CC2)C1=O (stereo not drawn) returned Efflux pump inh 0.0, Bcl-xL primary -10, ZTA DNA inh 2, Yeast superoxide 107, EBNA-1 inh 5, MCL1 BIM primary -13, GLD-1 TGE inh 0, Fam108B inh 4 and MEX-5 binding 1.5.
Screening CCN[C@H]1CN(CCCOC)S(=O)(=O)c2sc(S(N)(=O)=O)cc21 returned Efflux pump inh 0.0, Bcl-xL primary -1, ZTA DNA inh -5, Yeast superoxide 100, EBNA-1 inh 7, MCL1 BIM primary -2, GLD-1 TGE inh 1 and Fam108B inh -1.
Screening COc1cccc(C(=O)NNS(=O)(=O)c2ccc(C)cc2)c1 returned Efflux pump inh -0.1, Bcl-xL primary -2, ZTA DNA inh 0, Yeast superoxide 97, EBNA-1 inh -9, MCL1 BIM primary -16, GLD-1 TGE inh -4, Fam108B inh -1 and MEX-5 binding -0.2.
Screening CCOC(=O)C1=NN(N=O)C2(CC(=O)N(c3cc(C)cc(C)c3)C2=O)C1 (stereo not drawn) returned Efflux pump inh -0.1, Bcl-xL primary 9, ZTA DNA inh 0, Yeast superoxide 83, EBNA-1 inh 11, MCL1 BIM primary 6, GLD-1 TGE inh -4, Fam108B inh 10 and MEX-5 binding 1.3.
Screening Cc1ccc(N(CC(=O)NC2CCCCC2)C(=O)CNC(=O)c2cccs2)cc1 returned Efflux pump inh 0.1, Bcl-xL primary 0, ZTA DNA inh -8, Yeast superoxide 102, EBNA-1 inh 5, MCL1 BIM primary 2, GLD-1 TGE inh -1, Fam108B inh 1 and MEX-5 binding 2.4.
`COC(=O)c1ccc(NC(=O)CCN2C(=O)C3CC=CCC3C2=O)cc1` (stereo not drawn) gave Efflux pump inh 0.3, Bcl-xL primary 1, ZTA DNA inh -3, Yeast superoxide 118, MCL1 BIM primary -11 and GLD-1 TGE inh 5.
`Cc1ccc(S(=O)(=O)N2CCN(CC(=O)NC(=O)NCc3ccco3)CC2)cc1C` gave Efflux pump inh 0.1, Bcl-xL primary -3, ZTA DNA inh 13, Yeast superoxide 97, EBNA-1 inh -2, MCL1 BIM primary 1, GLD-1 TGE inh 1, Fam108B inh -1 and MEX-5 binding 1.6.
O=C(CSc1nnc(CNC(=O)c2ccco2)o1)Nc1ccccc1 was read as Efflux pump inh 0.1, Bcl-xL primary -2, ZTA DNA inh -21, Yeast superoxide 124, EBNA-1 inh -3, MCL1 BIM primary 4, GLD-1 TGE inh -4, Fam108B inh -2 and MEX-5 binding 1.6.
Cc1cc(C)c2sc(N(CCN(C)C)C(=O)CCS(=O)(=O)c3ccccc3)nc2c1 was read as Efflux pump inh 0.1, Bcl-xL primary 1, ZTA DNA inh -19, Yeast superoxide 104, EBNA-1 inh -3, MCL1 BIM primary 0, GLD-1 TGE inh -1, Fam108B inh -6 and MEX-5 binding -0.8.
Screening CC(=O)c1c(NCCc2ccccc2)nc(=S)n(-c2ccccc2)c1C returned Efflux pump inh -0.1, Bcl-xL primary 6, ZTA DNA inh 5, Yeast superoxide 105, EBNA-1 inh -10, MCL1 BIM primary -7, GLD-1 TGE inh 8, Fam108B inh 1 and MEX-5 binding 1.0.
For Cc1oc2cc3oc(=O)c(CC(=O)N[C@@H](C)C(=O)NC(Cc4ccc(Cl)cc4)C(=O)O)c(C)c3cc2c1C (stereo partly drawn) the results were Efflux pump inh 0.1, Bcl-xL primary 6, ZTA DNA inh -7, Yeast superoxide 102, EBNA-1 inh 5, MCL1 BIM primary 6, GLD-1 TGE inh 5, Fam108B inh 1 and MEX-5 binding -1.9.
Screening Nc1ccccc1SCCS(=O)(=O)c1ccc(Cl)cc1 returned Efflux pump inh 0.0, Bcl-xL primary 4, ZTA DNA inh 18, Yeast superoxide 98, EBNA-1 inh 8, MCL1 BIM primary -1, GLD-1 TGE inh -1, Fam108B inh 4 and MEX-5 binding 0.9.
For c1csc(-c2nnsc2-c2nc3ccccc3[nH]2)c1 the results were Efflux pump inh -0.1, Bcl-xL primary 5, ZTA DNA inh -4, Yeast superoxide 126, EBNA-1 inh 2, MCL1 BIM primary 0, GLD-1 TGE inh -2, Fam108B inh -1 and MEX-5 binding 1.2.
CC(C)Oc1ccc(CNC(=O)c2ccc3c(c2)N(C)CCS3)cc1 was read as Efflux pump inh 0.2, Bcl-xL primary 0, ZTA DNA inh 19, Yeast superoxide 101, EBNA-1 inh 9, MCL1 BIM primary -2, GLD-1 TGE inh 8, Fam108B inh 2 and MEX-5 binding -0.4.
Screening Cc1cc(C)nc(N/C(=N\S(=O)(=O)Cc2ccccc2)Nc2ccccc2Br)n1 returned Efflux pump inh 13*, Bcl-xL primary 4, ZTA DNA inh 3, Yeast superoxide 98, EBNA-1 inh 5, MCL1 BIM primary 1, GLD-1 TGE inh 0, Fam108B inh -5 and MEX-5 binding 1.8.
Screening C=CCNc1sc(C(=O)c2cccs2)c(N)c1C#N returned Efflux pump inh -0.1, Bcl-xL primary 5, ZTA DNA inh -2, Yeast superoxide 109, EBNA-1 inh -1, MCL1 BIM primary 10, GLD-1 TGE inh -5, Fam108B inh -2 and MEX-5 binding -1.7.
For NC(=O)CC(NC(=O)Cc1cccc2ccccc12)c1ccc(NCCN2CCCCC2)c([N+](=O)[O-])c1 (stereo not drawn) the results were Efflux pump inh -0.2, Bcl-xL primary 4, ZTA DNA inh 5, Yeast superoxide 96, EBNA-1 inh 2, MCL1 BIM primary 2, GLD-1 TGE inh -4, Fam108B inh -2 and MEX-5 binding -0.1.
